# FEN1 inhibitor – human FEN1 inhibition | P39748 | Recombinant FEN1 flap cleavage, fluorescence, 15 min | Potency, µM (doses to about 114 µM), for inactives: at the highest dose activity change, negative = inhibition, usual class: inhibitors | 0.35% of 390,000 active; note: nearly all actives have a fitted effect of over 65% in size
# Target sequence (P39748 whole entry, looked up): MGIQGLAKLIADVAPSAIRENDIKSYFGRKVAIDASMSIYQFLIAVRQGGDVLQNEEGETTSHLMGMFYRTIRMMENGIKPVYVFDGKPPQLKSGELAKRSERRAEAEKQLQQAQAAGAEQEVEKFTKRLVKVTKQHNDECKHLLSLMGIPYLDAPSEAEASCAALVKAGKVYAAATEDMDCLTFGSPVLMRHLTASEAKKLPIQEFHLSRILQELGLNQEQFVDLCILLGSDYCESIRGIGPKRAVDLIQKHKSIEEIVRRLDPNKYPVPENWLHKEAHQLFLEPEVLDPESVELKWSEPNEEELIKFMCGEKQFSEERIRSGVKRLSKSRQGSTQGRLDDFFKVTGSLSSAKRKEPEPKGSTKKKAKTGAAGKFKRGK
#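 In this screen, 50 nM flap DNA substrate was added to 10 nM FEN1 pretreated with compound for 15 min at room temperature; cleavage was followed with reads at 0 and 15 min, and Hill fitting gave concentration–response parameters.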
# KAT2A inh – inhibitors of human GCN5L2 histone acetyltransferase; Q92830; GCN5L2 HAT assay, ThioGlo1 CoA-SH fluorescence; Potency, µM (highest dose often 58.9 µM), for inactives: at the highest dose activity change, negative = inhibition, hits mostly inhibitors; 0.21% of 390,000 active; AID 504327
#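 Fluorescence readout, Ex340nm/Em540nm: ThioGlo1 (50uM final) reacts with free CoA thiol released as 20nM GCN5L2 acetylates H3(1-25) peptide (75uM) using acetyl-CoA (70uM). Compound and enzyme sat 15 min beforehand; 20 min room-temperature reaction.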
# N370S GC – N370S glucocerebrosidase modulation, Gaucher chaperone candidate | AID 2101 | Potency, µM (doses to about 59.4 µM), for inactives: at the highest dose activity change, negative = inhibition, actives largely listed as inhibitors | N370S GC spleen homogenate, 4MU-glucoside fluorescence | P04062 | 0.092% of 330,000 active;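 note: 0% = full enzyme activity and -100% = no enzyme basal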
# Active calls of the source: *; ? = inconclusive; . = no result given; & = joins results of further samples; [ ] = remark or other dose. Calls come from the whole dose curve; as a rule, active = well fitted curve in the direction sought with a large enough effect; inconclusive = small, poorly fitted or top-dose-only effect, or another doubt; inactive = no such curve, though single readings can be large; an effect the other way counts as inactive or inconclusive. Unless noted, % is set by controls: 0 for no effect and ±100 for the full control effect; potency is the fitted concentration of half-maximal effect.
# Below each compound: FEN1 inhibitor, KAT2A inh, N370S GC
CCc1ccc2c(CN3CCc4ccccc43)cc(=O)oc2c1
    -6.9%, -8.5%, -0.6%
Cc1ccc(-c2nc(S(=O)(=O)c3ccccc3)c(SCC(=O)NC3CCCCC3)o2)cc1
    -4.3%, -5.5%, .
COc1ccc(S(=O)(=O)N2CCCCC2)cc1C(=O)Nc1cc(C)on1
    1.1%, -4.5%, 2.3%
COc1ccc2cnn(-c3ccc(OC(F)(F)F)cc3)c(=O)c2c1OC
    -6.9%, 1.2%, -5.3%
COc1ccc2[nH]c(=O)c(CNC3CCCCC3)cc2c1
    -1.4%, -14.2%, 3.3%
O=C(COC(=O)Cn1[nH]c(=O)c2ccccc2c1=O)Nc1ncc(Cl)cc1Cl
    -8.1%, -8.9%, -8.3%
COc1ccc(-c2ccc(C(=S)N3CCN(C(C)=O)CC3)o2)cc1
    -0.2%, 2.8%, -15.8%
Cc1cc(=O)[nH]c(N/N=C/c2c(C)nn(-c3ccccc3Cl)c2Cl)n1
    -9.7%, -5.2%, -12.3%
O=C(Nc1cccc(F)c1)/C(=C\c1ccco1)NC(=O)c1cccs1
    1.9%, -8.4%, 7.9%[12.8 µM]
CC1CN(c2ccc([N+](=O)[O-])cc2F)CCN1C(=O)c1ccco1 (stereo not drawn)
    -6.1%, 1.8%, -12.8%
CC(=O)Oc1cc(C(F)(F)F)ccc1C(=O)O
    ., 9.2%[21.4 µM], 9.6%[21.6 µM]
CCOc1ccc(N(CC(=O)Nc2cccc(OC)c2)S(C)(=O)=O)cc1
    -3.1%, -2.8%, 2.2%
CCS(=O)(=O)c1ccc(-c2cccc(NC(=O)c3ccc(Br)o3)c2)nn1
    1.2%, 4.7%, -1.6%
Cc1ccc(Cl)cc1-n1ncc2c(NCc3ccc(F)cc3)ncnc21
    -23.2%, -2.6%, .
O=C(Nc1cccc(F)c1)Nc1cnccn1
    -0.8%, -6.5%, 5.4%
O=C(Nc1ccccc1C(=O)NCc1ccccc1)c1ccco1
    5.6%, -4.6%, 10.7%
COc1ccc(-c2csc3ncnc(NCCO)c23)cc1
    1.1%, 1.8%, -0.1%
CCN1C(=O)[C@H]2[C@@H](c3ccc(-c4ccc(OC)cc4)c(OC)c3)N[C@@](CC(C)C)(C(=O)OC)[C@H]2C1=O
    -7.6%, -3.4%, .
O=C1c2cccc3cccc(c23)C(=O)N1Cc1cccnc1
    1.7%, -4.0%, 9.7%
O=C(CSc1nnc(-c2ccccc2)o1)N1CCN(c2ccccc2)CC1
    -13.7%, 1.3%, -1.0%
C[C@H](CO)N1C[C@H](C)[C@@H](CN(C)Cc2ccc(Cl)c(Cl)c2)Oc2c(NS(=O)(=O)c3ccc(F)cc3)cccc2C1=O
    1.8%, -6.4%, .
O=C(Nc1ccc(Cl)cc1N1CCOCC1)C1CCCO1 (stereo not drawn)
    0.8%, ?, 1.2%
Cc1nn(CC(=O)NC(C)c2ccccc2)c(=O)c2ccccc12 (stereo not drawn)
    -5.6%, -6.3%, -12.7%
CCCN(CCC)C(=S)NC(=O)c1ccc(Cl)cc1Cl
    10.0%, -7.7%, 2.3%
C/C(=N/NC(=O)c1cc2ccccc2cc1O)c1ccco1
    0.5%, ?, -23.5%
CNC(=O)CNC(=O)Nc1ccc(Cl)c(Cl)c1
    -5.8%, -5.9%, -1.6%
CC1CC(Nc2cccc(O)c2)=CC(=O)O1 (stereo not drawn)
    -0.4%, -0.5%, 1.5%
CC(OC(=O)Cc1n[nH]c(=O)c2ccccc12)C(=O)Nc1ccc(Cl)cn1 (stereo not drawn)
    -1.1%, 1.2%, -0.3%
Cc1ccc(-c2cn(S(=O)(=O)c3ccc(C)cc3)nc2N)cc1
    -13.4%, -5.1%, .
Cc1cc(C)c(C#N)c(Oc2ccc(O)cc2)n1
    -2.6%, -0.7%, 2.2%
C=CCn1c(=NC(=O)c2cccs2)sc2cccc(OC)c21
    -9.5%, ?, 23.5%
O=C(NCC1CC1)C1CCCN(S(=O)(=O)c2ccc(-n3cnnn3)cc2)C1 (stereo not drawn)
    2.8%, 0.1%, 4.6%
Cc1ccc(Cc2c(C)nn(-c3nc(C)c(C(=O)N4CCCCC4C)s3)c2C)cc1 (stereo not drawn)
    1.8%, -1.7%, .
COc1ccc(C2NN=C(c3ccc(C)cc3)S2)cc1OC (stereo not drawn)
    -4.7%, -14.1%, 4.9%
Cc1nnc(SC(C)C(=O)Nc2ccc(S(=O)(=O)NC3CCCCC3)cc2)s1 (stereo not drawn)
    -12.6%, 2.7%, -6.8%
Cc1oc2ncn(C)c(=O)c2c1C(=O)N(Cc1ccccc1)C(C)C
    1.6%, -16.0%, .
C[C@@H]1CN(Cc2nc(Cc3ccccc3F)no2)C[C@H](C)O1
    -2.3%, 3.0%, 11.2%
N#Cc1ccc(S(=O)(=O)NC2CC2)cc1
    1.7%, -3.3%, -2.9%
COc1ccc(-c2cc3nc(C)n(N)c(=O)c3s2)cc1
    -14.8%, -23.5%, 0.7%
Cc1cccc2cc(CN(Cc3cccnc3)C(=S)NCCCN(C)C)c(=O)[nH]c12
    -10.3%, 0.2%, -3.6%
O=c1[nH]c2cc(Cl)cc(Cl)c2[nH]c1=O
    6.7%, -1.8%, 4.6%
O=C(CCNC(=O)c1ccc(Br)cc1)NCc1cccnc1
    0.5%, 0.8%, -11.8%
CC(C)c1nnc(NC(=O)CCC(=O)NC2CCCc3ccccc32)s1 (stereo not drawn)
    -6.7%, -4.1%, 6.2%
O=C(c1ccc(Oc2cc(Cl)cc(Cl)c2)o1)N1CCCCC1
    -2.6%, 1.0%, 4.1%
Cc1noc(C)c1COc1ccccc1C(=O)N(C)Cc1ccco1
    -1.9%, 3.0%, .
Cc1ccc(NC(=O)c2ccc(S(=O)(=O)N3CCOCC3)cc2)cc1
    2.1%, -6.9%, -7.6%
COc1ccc(C(=O)Nc2ccc(S(=O)(=O)N3CCCCC3)cc2)cc1OC
    -13.9%, -3.8%, -11.6%
Cc1sc2c(c1C)c(=O)n(-c1cccc(C(F)(F)F)c1)c(=O)n2Cc1ccccc1C#N
    6.1%, -8.5%, .
COc1ccc(-c2csc(C3=C(O)CN(Cc4ccc(S(N)(=O)=O)cc4)C3=N)n2)cc1OC
    2.0%, -2.2%, 3.9%
Cc1cc(Br)ccc1NC(=O)CNC(=O)CN(C)C1CCS(=O)(=O)C1 (stereo not drawn)
    -6.8%, -14.3%, -10.4%

# Following part
# Below each compound: FEN1 inhibitor, KAT2A inh, N370S GC
COc1ccc(/C=C/C(=O)C2CC2)cc1COc1c(C)cccc1C
    -14.5%, -9.2%, 14.8%
COc1ccc(-c2noc(CC(=O)Nc3ccc(Br)cc3C)n2)cc1
    -1.6%, -6.0%, .
CN1CCOc2cc(S(=O)(=O)Nc3ccc(F)cc3)ccc21
    -2.9%, -6.5%, 2.7%
Cc1ccc(SCC(=O)Nc2ccccc2C(=O)N2CCOCC2)cc1
    -1.0%, -12.6%, 13.4%
CC(C)c1ccc(NC(=S)N2CCCC(c3ccc(F)cc3)=N2)cc1
    -2.5%, -3.1%, 9.6%
CCCC(=O)Nc1nnc(SCC(=O)NCc2ccco2)s1
    -5.9%, 17.3%, -2.3%
COc1cc(C)ccc1OCC(=O)OCC(=O)c1[nH]c(C)c(C(C)=O)c1C
    2.0%, 1.5%, .
Clc1ccc(OCCn2ccnc2)c(Cl)c1
    -4.4%, -3.8%, 11.1%
CCCOc1ccc(-c2csc(NC(=O)CN3C(=O)CCC3=O)n2)cc1
    -7.2%, 20.4%, 12.8%
CC1=C(C#N)C(NC(=O)c2ccccc2Cl)(C(F)(F)F)C(=O)N1 (stereo not drawn)
    7.4%&0.1%, -1.7%&-2.3%, 1.5%

> CCOC(=O)c1ccccc1NC(=O)N1CCCN(S(=O)(=O)c2ccc3c(ccn3CC)c2)CC1
  FEN1 inhibitor: 9.2%
  KAT2A inh: 2.2%
  N370S GC: .

> C#CCOCCOCCOCCNc1nc(N2CCN(C(=O)CCCCCCCCCCNC(=O)[C@@H](CCSC)n3cc(CCO)nn3)CC2)nc(N2CCN(C(=O)CCCCCCCCCCNC(=O)[C@H]([C@@H](C)CC)n3cc(CCCCCN)nn3)CC2)n1
  FEN1 inhibitor: 79.4µM*
  KAT2A inh: -3.3%
  N370S GC: ?

> CN(C)S(=O)(=O)c1ccc(NC(=O)CNc2cc(S(=O)(=O)N3CCCC3)ccc2OCC(F)(F)F)cc1
  FEN1 inhibitor: 3.0%
  KAT2A inh: -6.1%
  N370S GC: -19.9%

> COc1ccccc1-c1cc(C(=O)N/N=C/c2ccoc2)c2ccccc2n1
  FEN1 inhibitor: 0.7%
  KAT2A inh: -5.0%
  N370S GC: -9.0%

> CCOc1ccc2nc(NC(=O)c3cnccn3)sc2c1
  FEN1 inhibitor: -5.7%
  KAT2A inh: -13.0%
  N370S GC: -6.9%

> Cc1ccc(-c2nn(C(C)(C)C)c3ncnc(N)c23)cc1
  FEN1 inhibitor: 12.5%
  KAT2A inh: 3.4%&-0.3%&-15.6%
  N370S GC: 4.7%&5.0%&1.6%

> CN1CCC(OC(=O)c2ccccc2Cl)CC1
  FEN1 inhibitor: -4.1%
  KAT2A inh: 0.0%
  N370S GC: 16.0%

> Cc1cc(=O)[nH]c(SCC(=O)Nc2ccc(S(=O)(=O)N3CCOCC3)cc2)n1
  FEN1 inhibitor: -3.3%
  KAT2A inh: -9.8%
  N370S GC: -16.2%

> COc1ccc(C2CC(c3ccccc3)=NN2C(=O)COC(=O)c2nc3nc(C)cc(C)n3n2)cc1 (stereo not drawn)
  FEN1 inhibitor: -2.0%
  KAT2A inh: -15.1%
  N370S GC: 2.2%

> COc1ccc(C(=O)Nc2cc(C)ccc2NC(=O)COc2ccccc2)cc1
  FEN1 inhibitor: -7.3%
  KAT2A inh: 9.7%
  N370S GC: 19.3%

> COc1ccc(OCc2nnc(SCC(=O)N3CCCC3)o2)cc1
  FEN1 inhibitor: -5.6%
  KAT2A inh: -4.6%
  N370S GC: -2.8%

> CCOC(=O)Cc1csc(NC(=O)COc2c(C)cccc2C)n1
  FEN1 inhibitor: -11.4%
  KAT2A inh: -8.6%
  N370S GC: 3.0%

> CCCOc1ccccc1C1CC(=O)Nc2cc3c(cc21)OCCO3 (stereo not drawn)
  FEN1 inhibitor: 7.1%
  KAT2A inh: -4.9%
  N370S GC: 5.7%

> O=C(NCCc1ccccc1)C1CC(c2ccccc2O)=NO1 (stereo not drawn)
  FEN1 inhibitor: -1.2%
  KAT2A inh: -1.2%
  N370S GC: 3.0%

> Cc1cc(Nc2cccc(Cl)c2)nc(-c2ccccc2O)n1
  FEN1 inhibitor: -15.4%
  KAT2A inh: -10.1%
  N370S GC: -5.6%

> CCCSc1ccc([C@H]2N[C@@](Cc3ccccc3)(C(=O)OC)[C@H]3C(=O)N(CC)C(=O)[C@@H]23)cc1
  FEN1 inhibitor: -0.2%
  KAT2A inh: -10.8%
  N370S GC: -3.1%

> Cc1ccccc1OCCCCn1c(C2CC(=O)N(c3ccccc3Cl)C2)nc2ccccc21 (stereo not drawn)
  FEN1 inhibitor: -8.6%
  KAT2A inh: -8.3%
  N370S GC: .

> CC(C)c1ccc(NC2CCCN(C(=O)c3ccnc(Cl)c3)C2)cc1 (stereo not drawn)
  FEN1 inhibitor: 1.0%
  KAT2A inh: 1.9%
  N370S GC: -6.8%

# Shown with bars between the fields: twelve of the compounds above
SMILES | FEN1 inhibitor | KAT2A inh | N370S GC
Cc1ccc(-c2nn(C(C)(C)C)c3ncnc(N)c23)cc1 | 12.5% | 3.4%&-0.3%&-15.6% | 4.7%&5.0%&1.6%
CN1CCC(OC(=O)c2ccccc2Cl)CC1 | -4.1% | 0.0% | 16.0%
Cc1cc(=O)[nH]c(SCC(=O)Nc2ccc(S(=O)(=O)N3CCOCC3)cc2)n1 | -3.3% | -9.8% | -16.2%
COc1ccc(C2CC(c3ccccc3)=NN2C(=O)COC(=O)c2nc3nc(C)cc(C)n3n2)cc1 (stereo not drawn) | -2.0% | -15.1% | 2.2%
COc1ccc(C(=O)Nc2cc(C)ccc2NC(=O)COc2ccccc2)cc1 | -7.3% | 9.7% | 19.3%
COc1ccc(OCc2nnc(SCC(=O)N3CCCC3)o2)cc1 | -5.6% | -4.6% | -2.8%
CCOC(=O)Cc1csc(NC(=O)COc2c(C)cccc2C)n1 | -11.4% | -8.6% | 3.0%
CCCOc1ccccc1C1CC(=O)Nc2cc3c(cc21)OCCO3 (stereo not drawn) | 7.1% | -4.9% | 5.7%
O=C(NCCc1ccccc1)C1CC(c2ccccc2O)=NO1 (stereo not drawn) | -1.2% | -1.2% | 3.0%
Cc1cc(Nc2cccc(Cl)c2)nc(-c2ccccc2O)n1 | -15.4% | -10.1% | -5.6%
CCCSc1ccc([C@H]2N[C@@](Cc3ccccc3)(C(=O)OC)[C@H]3C(=O)N(CC)C(=O)[C@@H]23)cc1 | -0.2% | -10.8% | -3.1%
Cc1ccccc1OCCCCn1c(C2CC(=O)N(c3ccccc3Cl)C2)nc2ccccc21 (stereo not drawn) | -8.6% | -8.3% | .
